Assay outcomes from PubChem.
STAT1 activator: activators of IFN-gamma induced STAT1 signaling; NIH 3T3 STAT1-luciferase reporter, luminescence; 100% = IFN-gamma alone, no compound; actives 2.6% (n = 200,000); activation (% of control), % at 5.5 µM;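 active means activation above the screen-wide mean activation plus 3 SD, cut at about 130% in these data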;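 further: raw ratio to IFN-gamma control signal so 100% means no change and 0% no light; values of inactives mirror those of a sister screen read the other way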
FLuc inh counter: counter-screen for luciferase assay inhibitors: firefly luciferase inhibition. actives 1.5% (n = 200,000). ATPLite firefly luciferase biochemical luminescence, 10 min. inhibition, % at 10 µM;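 active means inhibition above about 50% when tested at 10 µM, limit read from the data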
Target sequence (P08659 whole entry, looked up): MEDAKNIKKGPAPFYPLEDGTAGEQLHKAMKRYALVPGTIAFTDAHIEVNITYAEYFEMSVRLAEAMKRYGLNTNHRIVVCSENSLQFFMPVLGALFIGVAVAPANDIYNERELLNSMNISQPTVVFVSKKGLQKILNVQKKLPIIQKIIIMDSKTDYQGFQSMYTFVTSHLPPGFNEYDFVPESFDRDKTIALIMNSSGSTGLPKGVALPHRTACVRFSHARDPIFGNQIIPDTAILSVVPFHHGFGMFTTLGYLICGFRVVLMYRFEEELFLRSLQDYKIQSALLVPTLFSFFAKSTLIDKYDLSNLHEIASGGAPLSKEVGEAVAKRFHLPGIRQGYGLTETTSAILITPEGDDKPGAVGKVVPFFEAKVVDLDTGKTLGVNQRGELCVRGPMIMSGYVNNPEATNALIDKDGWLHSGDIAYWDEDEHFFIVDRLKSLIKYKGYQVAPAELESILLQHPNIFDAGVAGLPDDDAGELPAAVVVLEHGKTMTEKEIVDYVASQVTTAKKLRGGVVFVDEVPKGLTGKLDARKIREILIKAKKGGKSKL
Diaph act CS: counter-screen for diaphorase-based assays: diaphorase activators and chemical reducers | Diaphorase/resazurin coupled assay, resorufin fluorescence, 16 min; stronger effect = higher value; 1 = vehicle wells, 0 = NADH-free wells | activation factor at 20 µM | actives 0.005% (n = 190,000);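 active means diaphorase activity raised at least twofold by the compound at 20 µM; inactive means activation factor below 2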
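Material: purified diaphorase enzyme from Clostridium kluyveri; Also added: 0.114 mM NADH and 0.1 mM resazurin, final amounts; Doses: single compound dose of 20 µM, 1% DMSO final; Times: 16 min enzyme reaction, ambient temperature; Detection: resorufin fluorescence, excitation 544 nm, emission 590 nm; Measure: increased resorufin signal from activators or reducing compounds.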
FLuc stim CS: firefly luciferase counter-screen for stimulation assays; P08659; ATPlite luciferase biochemical, luminescence, 10 min; 0 = ATP-free wells, 1 = DMSO control; activation factor at 10 µM; 200,000 tested, under 10 active; AID 1027;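 active means luciferase activation factor, scaled between plate controls, of at least 2 with compound at 10 µM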
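Material: Luciferase/luciferin reagent mix; Doses: test compounds dosed from 2 mM stocks in 100% DMSO; Schedule: 10 min incubation after luciferase reagent addition, room temperature; Measured by: luminescence from luciferase reaction; Read-out: luminescence gain marking luciferase activators.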
Diaphorase inh: inhibits diaphorase or chemically oxidizes, flagging diaphorase assay artifacts. diaphorase resazurin-to-resorufin fluorescence, NADH, 16 min; bacterial (C. kluyveri) enzyme, not human. actives 0.69% (n = 190,000). inhibition, % at 20 µM;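 active means primary screen inhibition at 20 µM above a set limit, cut at about 50% in these data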;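 further: plate controls were DMSO with full reaction for no effect and wells lacking NADH for full effect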
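Assay system: diaphorase enzyme from Clostridium kluyveri; Input: enzyme working solution with 0.14 U/mL diaphorase; Timing: 16 min at room temperature; Technique: resorufin fluorescence, excitation 544 nm, emission 590 nm; Benchmarks: positive control minus NADH, DMSO neutral control.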
TLR4-MyD88 BLA: inhibitors of human TLR4-MyD88 binding; actives 0.18% (n = 200,000); O00206+Q99836; inhibition, % at 8.4 µM; HeLa CL3-4 TLR4/MyD88 BLA complementation, FRET ratio; in the data active means inhibition above about 25%;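 further: 0% = vehicle and 100% = reference inhibitor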
NF-kB expr up: raises NF-kB expression in human neuronal cells. NF-kB reporter expression; stronger effect = higher value. fold change at 12.5 µM. actives 1.6% (n = 190,000). AID 1239; in the data active means fold change above about 3.3
G6PDH CS: L. mesenteroides G6PDH inhibition counter-screen; Purified L. mesenteroides G6PDH, diaphorase/resazurin coupled fluorescence, 45 min; inhibition, % at 5 µM; AID 1020; actives 0.12% (n = 200,000); in the data active means inhibition above about 50%
APP 5'UTR act: activates APP 5'UTR luciferase reporter; SH-SY5Y APP 5'UTR luciferase reporter, luminescence; zero percent = DMSO vehicle wells; activation, % at 2 µM; actives 1% (n = 190,000); AID 1276;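 active means activation above a set limit, based on mean plus 3 SD of controls, cut at about 140% in these data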; further: values of inactives mirror those of a sister screen read the other way
APP transl inh: APP translation inhibition. SH-SY5Y APP 5'UTR-luciferase reporter, luminescence. inhibition, % at 2 µM. actives 0.82% (n = 190,000);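 active means inhibition above a set limit, derived from the sample mean plus 3 SD, cut at about 45% in these data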; further: values of inactives mirror those of a sister screen read the other way
* hit, by the source's call; / = not tested or not shown.

SMILES	STAT1 activator	FLuc inh counter	Diaph act CS	FLuc stim CS	Diaphorase inh	TLR4-MyD88 BLA	NF-kB expr up	G6PDH CS	APP 5'UTR act	APP transl inh
CC(C)(C)CNc1cc(N2CCOCC2)ccc1[N+](=O)[O-]	100	-9	0.8	1.1	17	5	1.6	10	3	-3
N#Cc1nc(-c2ccccc2Cl)oc1NCc1ccco1	96	-4	0.8	1	23	9	1.8	-10	4	-4
CCn1c(O)c(/C=C2\C=Nc3ccccc32)sc1=Nc1ccccc1	121	4	1	1	3	2	1.7	12	15	-15
CCOc1ccc2[nH]c(=O)c(CN(Cc3nnnn3CCc3ccccc3)CC3CCCO3)cc2c1 (centres undefined)	97	-6	0.8	1.1	23	-6	0.71	5	3	-3
Cc1ccc2c(c1)N(CCC(=O)NCc1ccco1)C(=O)CO2	101	1	1	1	-4	-13	0.98	14	-13	13
Nc1nc(SCC(=O)Nc2ccc([N+](=O)[O-])cc2)n[nH]1	100	-5	0.9	1	9	-3	1.2	5	-9	9
O=c1c(-c2ccc(F)cc2)[n+]([O-])c2ccccc2n1OCc1ccccn1	99	-5	0.9	1	12	-2	1.3	-2	-9	9
O=C(O)CN1CCN(Cc2ccccc2)C1=O	101	-6	1.1	1.1	-6	9	1.1	-1	-1	1
CCCCCn1c(N)c(-c2nc3ccccc3o2)c2c([N+](=O)[O-])nn(C)c(=O)c21	97	-6	1	1.1	-4	-2	1	8	6	-6
CC(=O)N1C(=O)/C(=C2\SC(=S)N(NS(=O)(=O)c3ccc(C)cc3)C2=O)c2ccccc21	97	-4	0.9	1	11	-14	1.3	32	-8	8
Cc1ccc2c(c1)nnn2C1CCN(C(=O)c2cccs2)CC1	102	-2	1	1	2	2	1.1	-1	10	-10
Cc1cc(Cl)cc(Cl)c1OCCOCCN(C)C	104	-3	1	1	0	-4	1.1	0	8	-8
Cc1cccc(CSCCNC(=O)c2ccc(N(C)S(=O)(=O)c3ccccc3)cc2)c1	104	-7	0.7	1.1	27	-3	0.86	7	9	-9
Cc1ccc2ccccc2c1COC(=O)c1nonc1N	98	-4	0.8	1	22	8	1.1	2	0	0
O=C(OCc1nc2scc(-c3ccccc3)c2c(=O)[nH]1)c1cc([N+](=O)[O-])ccc1Cl	102	-3	0.8	1	22	8	1.1	5	19	-19
O=c1cc[nH]c2ccc(Cl)cc12	98	-4	0.9	1	8	-1	1.1	8	13	-13
CCOC(=O)Cn1c(=O)oc2cc(S(=O)(=O)Nc3ccc(F)cc3)ccc21	96	-1	1	1	2	-2	0.99	11	2	-2
COC(=O)C1=C(C)Nc2sc(C(N)=O)c(N)c2C1c1ccncc1 (centres undefined)	104	-3	1	1	-3	7	1.1	4	11	-11
Cc1ccccc1C(=O)Nc1ccc(C(=O)N/N=C/c2ccc(O)c(Br)c2)cc1	92	-5	0.8	1	24	-20	0.91	9	-10	10
CNc1ccc(S(=O)(=O)NC)cc1[N+](=O)[O-]	100	-3	1	1	2	-5	1.2	5	-2	2
O=C(O)CCC1COc2ccccc2O1 (centres undefined)	95	-7	0.8	1.1	16	-17	1.1	4	3	-3
COC(=O)Cn1c(=NC(=O)CN2C(=O)CCC2=O)sc2cc(S(N)(=O)=O)ccc21	95	-6	1	1.1	1	-4	1	3	2	-2
c1nc2nc3c(c(N4CCOCC4)n2n1)CCCC3	104	1	1	1	-2	-2	1.2	4	-6	6
O=C(COc1nnc2ccccn12)N1CCN(S(=O)(=O)c2ccccc2)CC1	99	/	/	/	/	-5	/	/	-13	13
CCCOC(=O)C1=C(C)NC2=C(C(=O)CCC2)C1c1cccc(OC)c1OC (centres undefined)	98	-1	1	1	5	-7	1.2	17	0	0
Additional structures.
SMILES	STAT1 activator	FLuc inh counter	Diaph act CS	FLuc stim CS	Diaphorase inh	TLR4-MyD88 BLA	NF-kB expr up	G6PDH CS	APP 5'UTR act	APP transl inh
CCOC(=O)c1ccc(N=CC2=C(O)CC(C)(C)CC2=O)cc1	102	1	0.9	1	11	2	0.99	1	11	-11
Cc1cc(C(=O)OCC(=O)c2ccc(Cl)c([N+](=O)[O-])c2)c2cccc(C)c2n1	102	-2	0.9	1	9	-7	1.5	-13	-17	17
O=C1C2=C(c3ccccc31)[N+](=O)[C@@H]1CCCC[C@@H]1N2[O-]	108	-8	0.2	1.1	76*	-8	1.4	28	12	-12
COc1ccccc1/C=N/NC(=O)c1cccc(OC(F)(F)C(F)F)c1	96	12	0.8	0.9	16	4	1.2	6	-1	1
CN1CCN(C(=O)c2ccc3c(=O)n(Cc4ccc(Cl)cc4)c(=S)[nH]c3c2)CC1	96	-3	0.8	1	15	3	0.77	0	23	-23
O=S(=O)(CCc1nnc(-c2ccc(Br)cc2)o1)c1ccc(Cl)cc1	98	-6	0.9	1.1	10	2	2.1	-4	1	-1
O=C(NC(CC(=O)N1CCN(c2ccc([N+](=O)[O-])cc2)CC1)c1ccccc1)c1ccccc1Cl (centres undefined)	101	-5	0.8	1.1	17	-15	1.1	-4	-10	10
S=c1[nH]nc(-c2ccncc2)n1/N=C/c1cccc2ccccc12	101	4	0.9	1	10	12	1.2	24	-13	13
CCCN1CNC(=S)N(c2ccccc2C)C1	103	0	0.9	1	10	-3	1	15	19	-19
COc1ccc(/C(N)=N/O)c(OC)c1	102	-2	0.9	1	10	-6	0.91	3	9	-9
CC(C)CC1=NN(C(=O)c2ccncc2)C(O)(C(F)(F)F)C1 (centres undefined)	107	1	1	1	0	-21	1.1	10	-8	8
Cc1cc2ccccc2n1CCNC(=O)c1ccc(S(=O)(=O)N2CCCCC2)cc1	101	-7	1	1.1	-2	-10	0.79	17	-10	10
O=C(Cn1cnc2c(cnn2-c2ccccc2)c1=O)NCc1ccccc1	120	0	1	1	-1	8	1.6	2	13	-13
CCO[C@H]1OC(C(=O)NCc2ccccc2)=C[C@@H](c2ccc(C(F)(F)F)cc2)[C@@H]1CCCO	94	-3	0.7	1	25	-13	0.64	10	-12	12
Cc1ccc(-n2c(=S)[nH]c3sc4c(c3c2=O)CCC4)cc1	100	-2	0.5	1	53*	5	1	-7	3	-3
Cc1ccc(C)c2[nH]c(=O)c(C(c3nnnn3C(C)(C)C)N3CC=C(c4ccc(F)cc4)CC3)cc12 (centres undefined)	69	-13	0.9	1.1	14	-11	0.88	-8	0	0
CCOC(=O)c1cc(CC)sc1NC(=O)c1cccc(N2C(=O)CCC2=O)c1	84	0	0.9	1	10	-1	0.61	-10	2	-2
Nc1ccccc1SC1CC(=O)N(Cc2ccccc2)C1=O (centres undefined)	93	-4	0.8	1	17	-9	1.1	10	4	-4
Cc1c(C(=O)COC(C)(C)C)[nH]c2ccccc12	90	-5	0.9	1.1	13	-5	1.1	-4	/	/
COc1cccc(-n2c(CN3CCN(Cc4ccccc4)CC3)nc3ccc([N+](=O)[O-])cc3c2=O)c1	105	-6	0.8	1.1	23	-10	0.79	8	21	-21
O=C(CCc1ccccc1)Nc1cccc([N+](=O)[O-])c1	100	-4	1	1	-3	11	1.2	5	12	-12
Cc1ccc(NC(=O)CSC2=NN3CCCC(=O)N=C3S2)c(C)c1	98	-2	0.9	1	7	-13	3.3*	7	13	-13
c1ccc2[nH]c(SN3CCOCC3)nc2c1	99	-2	0.9	1	7	-8	1.1	-8	5	-4
O=C(NC1CCCCC1)c1ccccc1C(F)(F)F	102	-3	1	1	-2	9	1.1	2	-19	19
CCOC(=O)c1sc(NC(=O)c2cc(-c3ccccc3)nc3ccccc23)c(C#N)c1C	99	-2	0.9	1	5	-6	0.45	2	7	-7
(more compounds)
SMILES	STAT1 activator	FLuc inh counter	Diaph act CS	FLuc stim CS	Diaphorase inh	TLR4-MyD88 BLA	NF-kB expr up	G6PDH CS	APP 5'UTR act	APP transl inh
CC(=O)c1ccc(N2CCN(C(=O)CCCn3c(=O)[nH]c4ccc(Br)cc4c3=O)CC2)cc1	94	-2	0.8	1	17	10	0.55	-4	-22	22
COC(=O)c1cccc([N+](=O)[O-])c1CN1CCCC(C(N)=O)C1 (centres undefined)	104	-2	0.9	1	7	-6	0.95	6	-8	8
COC(=O)c1ccc(NC(=S)NC(=O)c2cc(-c3ccccc3)nc3ccccc23)cc1	103	-3	1	1	5	-5	1.2	11	12	-12
O=C(Nc1ccc(Cl)cc1C(F)(F)F)C(Sc1cccc[n+]1[O-])c1ccccc1 (centres undefined)	103	-8	0.8	1.1	16	0	0.93	7	-10	10
COc1ccccc1N(CC(=O)N/N=C(\C)c1cccc(Br)c1)S(C)(=O)=O	95	-4	0.8	1	22	-11	1.6	3	4	-4
Cc1cc(C)c2sc(N)nc2c1	93	-4	0.9	1	14	-12	0.97	10	24	-24

An excerpt from above in order of molar mass, high to low:
SMILES	STAT1 activator	FLuc inh counter	Diaph act CS	FLuc stim CS	Diaphorase inh	TLR4-MyD88 BLA	NF-kB expr up	G6PDH CS	APP 5'UTR act	APP transl inh
CCOc1ccc2[nH]c(=O)c(CN(Cc3nnnn3CCc3ccccc3)CC3CCCO3)cc2c1 (centres undefined)	97	-6	0.8	1.1	23	-6	0.71	5	3	-3
CCOC(=O)c1sc(NC(=O)c2cc(-c3ccccc3)nc3ccccc23)c(C#N)c1C	99	-2	0.9	1	5	-6	0.45	2	7	-7
O=C(Nc1ccc(Cl)cc1C(F)(F)F)C(Sc1cccc[n+]1[O-])c1ccccc1 (centres undefined)	103	-8	0.8	1.1	16	0	0.93	7	-10	10
Cc1cc(C(=O)OCC(=O)c2ccc(Cl)c([N+](=O)[O-])c2)c2cccc(C)c2n1	102	-2	0.9	1	9	-7	1.5	-13	-17	17
S=c1[nH]nc(-c2ccncc2)n1/N=C/c1cccc2ccccc12	101	4	0.9	1	10	12	1.2	24	-13	13
N#Cc1nc(-c2ccccc2Cl)oc1NCc1ccco1	96	-4	0.8	1	23	9	1.8	-10	4	-4
Nc1nc(SCC(=O)Nc2ccc([N+](=O)[O-])cc2)n[nH]1	100	-5	0.9	1	9	-3	1.2	5	-9	9
O=C(NC1CCCCC1)c1ccccc1C(F)(F)F	102	-3	1	1	-2	9	1.1	2	-19	19
O=C1C2=C(c3ccccc31)[N+](=O)[C@@H]1CCCC[C@@H]1N2[O-]	108	-8	0.2	1.1	76*	-8	1.4	28	12	-12
O=C(O)CCC1COc2ccccc2O1 (centres undefined)	95	-7	0.8	1.1	16	-17	1.1	4	3	-3
COc1ccc(/C(N)=N/O)c(OC)c1	102	-2	0.9	1	10	-6	0.91	3	9	-9
O=c1cc[nH]c2ccc(Cl)cc12	98	-4	0.9	1	8	-1	1.1	8	13	-13

Random excerpt: 2 entries already listed, in no set order.
SMILES	STAT1 activator	FLuc inh counter	Diaph act CS	FLuc stim CS	Diaphorase inh	TLR4-MyD88 BLA	NF-kB expr up	G6PDH CS	APP 5'UTR act	APP transl inh
COc1ccccc1N(CC(=O)N/N=C(\C)c1cccc(Br)c1)S(C)(=O)=O	95	-4	0.8	1	22	-11	1.6	3	4	-4
Cc1cc(C)c2sc(N)nc2c1	93	-4	0.9	1	14	-12	0.97	10	24	-24
